# HTT aggregate: inhibitors of mutant huntingtin aggregate formation in PC12 cells. 1.1% of 220,000 active. PC12 HttQ103-GFP aggregates, Acumen cytometry, 40 h. Potency, µM (doses to about 46.1 µM), inactives show at the top dose activity change, negative = inhibition, most hits filed as inhibitors; note: potency is the fitted concentration of half-maximal effect; % is set by controls: 0 for no effect and ±100 for the full control effect; nearly all actives have a fitted effect of over 60% in size
#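 Aggregates are detected as GFP objects 1–25 µm with signal 6 STDEV over background in lysates of induced PC12 cells. These carry Huntingtin exon 1 with 103 glutamines fused to GFP under an ecdysone promoter; compounds titrated.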
# Epigenetic derep: epigenetic control regulation, reporter derepression. Potency, µM (doses to about 53.9 µM), inactives show top-dose GFP activation, actives largely listed as activators. murine LDR cells, GFP reporter derepression, 30 h. 0.2% of 280,000 active; note: potency is the fitted concentration of half-maximal effect; % of control where 0% means no effect; nearly all actives have a fitted effect of over 60% in size
#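 Murine LDR cells bearing a silenced CMV-driven GFP reporter were exposed to compound for 30 h at 37 C. After PBS washes, GFP-positive cells (20-120 um objects) counted by laser-scanning microplate cytometry.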
# CBFb RUNX1 block: inhibitors of human CBF-beta and RUNX1 interaction | Potency, µM (doses to about 59.8 µM), for the others: top-dose activity, negative = inhibition, actives largely listed as inhibitors | 230,000 tested, under 10 active | AID 1477 | Q01196+Q13951 | AlphaScreen CBFb-His/RUNX1-biotin binding, biochemical; note: % of control where 0% means no effect
# Target sequence (Q01196 whole entry, looked up): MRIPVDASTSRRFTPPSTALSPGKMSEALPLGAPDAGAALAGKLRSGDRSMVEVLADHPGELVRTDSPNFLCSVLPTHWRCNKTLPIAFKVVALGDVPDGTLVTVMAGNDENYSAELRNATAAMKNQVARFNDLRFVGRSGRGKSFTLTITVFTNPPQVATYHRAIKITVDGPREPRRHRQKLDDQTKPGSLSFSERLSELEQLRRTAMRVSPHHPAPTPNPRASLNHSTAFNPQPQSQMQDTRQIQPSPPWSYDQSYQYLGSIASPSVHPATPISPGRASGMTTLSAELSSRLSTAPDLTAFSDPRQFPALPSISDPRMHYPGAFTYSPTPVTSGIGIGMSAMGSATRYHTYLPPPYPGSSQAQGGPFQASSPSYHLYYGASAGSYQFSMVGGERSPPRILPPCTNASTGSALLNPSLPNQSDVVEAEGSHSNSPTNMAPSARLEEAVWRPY
# Target sequence (Q13951 whole entry, looked up): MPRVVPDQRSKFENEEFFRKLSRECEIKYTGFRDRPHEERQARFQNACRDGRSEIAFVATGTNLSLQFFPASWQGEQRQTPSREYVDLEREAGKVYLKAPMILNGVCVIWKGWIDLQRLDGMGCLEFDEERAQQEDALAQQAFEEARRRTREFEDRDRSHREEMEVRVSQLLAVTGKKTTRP
#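 Read-out: AlphaScreen. Format: His-CBF-beta with biotinylated RUNX1 (30 nM each) preincubated 20 min, compound 15 min, Ni-chelate plus streptavidin beads 90 min; room temperature throughout.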
# An asterisk follows results filed as active; ? = inconclusive; / = no result given; & = joins results of further samples. Calls come from the whole dose curve; as a rule, active = well fitted curve in the direction sought with a large enough effect; inconclusive = small, poorly fitted or top-dose-only effect, or another doubt; inactive = no such curve, though single readings can be large; an effect the other way counts as inactive or inconclusive.
# The first 15 compounds, ahead of the listing:
no. | Structure | HTT aggregate | Epigenetic derep | CBFb RUNX1 block
1 | CN(C(=O)COc1nc2ccccc2s1)c1ccccc1 | / | / | 2.3%
2 | CSCC[C@H](NC(=O)[C@H](CC(C)C)NC(=O)[C@@H](Cc1cnc[nH]1)NC(=O)[C@H](Cc1ccccc1)NC(=O)[C@@H](Cc1ccccc1)NC(=O)[C@@H](N)Cc1ccc(O)cc1)C(N)=O | / | / | 6.3%
3 | CCNN | / | / | 10.3%
4 | CCOP(=S)(OCC)Oc1ccc(Cl)cc1Cl | / | / | ?
5 | CC(=O)CC(c1ccccc1)c1c(O)c2cc(O)ccc2oc1=O (configuration not stated) | / | / | 3.1%
6 | C[C@@H](C1CC[C@@]2(O)C3=CC(=O)[C@@H]4C[C@@H](O)[C@@H](O)C[C@]4(C)[C@H]3CC[C@]12C)[C@H](O)CCC(C)(C)O (some centres not stated) | / | / | 6.7%
7 | CCCCCCCCCCCCN=C(N)N | / | / | 2.0%
8 | CC(=O)C1CCC2C3CCC4CC(C)(O)CCC4(C)C3CCC12C (configuration not stated) | / | / | 12.2%
9 | CCCC(Cn1cncn1)c1ccc(Cl)cc1Cl (configuration not stated) | / | / | 4.6%
10 | CCOP(=S)(OCC)O/N=C(\C#N)c1ccccc1Cl | / | / | ?
11 | O=P(O)(O)CCCl | / | / | 5.9%
12 | Nc1ncnc2c1ccn2[C@@H]1O[C@H](CO)[C@@H](O)[C@H]1O | / | / | 2.3%
13 | CC[C@H](C)[C@H](NC(=O)CN)C(=O)N[C@@H](CC(C)C)C(=O)NCC(=O)N[C@@H](Cc1ccccc1)C(=O)N[C@H](C(=O)N[C@@H](Cc1ccccc1)C(=O)N[C@H](C(=O)N[C@@H](CC(C)C)C(=O)O)[C@@H](C)O)C(C)C | / | / | 16.2%
14 | O=C1CCc2cccc3c2N1CC3 | / | / | 13.9%
15 | CCN(CC)C(=O)C(C)Oc1cccc2ccccc12 (configuration not stated) | / | / | 2.0%

# Results (from the top)
no. | Structure | HTT aggregate | Epigenetic derep | CBFb RUNX1 block
1 | CN(C(=O)COc1nc2ccccc2s1)c1ccccc1 | / | / | 2.3%
2 | CSCC[C@H](NC(=O)[C@H](CC(C)C)NC(=O)[C@@H](Cc1cnc[nH]1)NC(=O)[C@H](Cc1ccccc1)NC(=O)[C@@H](Cc1ccccc1)NC(=O)[C@@H](N)Cc1ccc(O)cc1)C(N)=O | / | / | 6.3%
3 | CCNN | / | / | 10.3%
4 | CCOP(=S)(OCC)Oc1ccc(Cl)cc1Cl | / | / | ?
5 | CC(=O)CC(c1ccccc1)c1c(O)c2cc(O)ccc2oc1=O (configuration not stated) | / | / | 3.1%
6 | C[C@@H](C1CC[C@@]2(O)C3=CC(=O)[C@@H]4C[C@@H](O)[C@@H](O)C[C@]4(C)[C@H]3CC[C@]12C)[C@H](O)CCC(C)(C)O (some centres not stated) | / | / | 6.7%
7 | CCCCCCCCCCCCN=C(N)N | / | / | 2.0%
8 | CC(=O)C1CCC2C3CCC4CC(C)(O)CCC4(C)C3CCC12C (configuration not stated) | / | / | 12.2%
9 | CCCC(Cn1cncn1)c1ccc(Cl)cc1Cl (configuration not stated) | / | / | 4.6%
10 | CCOP(=S)(OCC)O/N=C(\C#N)c1ccccc1Cl | / | / | ?
11 | O=P(O)(O)CCCl | / | / | 5.9%
12 | Nc1ncnc2c1ccn2[C@@H]1O[C@H](CO)[C@@H](O)[C@H]1O | / | / | 2.3%
13 | CC[C@H](C)[C@H](NC(=O)CN)C(=O)N[C@@H](CC(C)C)C(=O)NCC(=O)N[C@@H](Cc1ccccc1)C(=O)N[C@H](C(=O)N[C@@H](Cc1ccccc1)C(=O)N[C@H](C(=O)N[C@@H](CC(C)C)C(=O)O)[C@@H](C)O)C(C)C | / | / | 16.2%
14 | O=C1CCc2cccc3c2N1CC3 | / | / | 13.9%
15 | CCN(CC)C(=O)C(C)Oc1cccc2ccccc12 (configuration not stated) | / | / | 2.0%
16 | COc1cccc([C@@]2(O)CCCCC2CN(C)C)c1 (some centres not stated) | / | / | 4.1%&9.2%
17 | Nc1ncnc2c1nc(Sc1ccc(Cl)cc1)n2[C@@H]1O[C@@H]2COP(O)(=S)O[C@H]2[C@H]1O (some centres not stated) | / | / | 2.3%
18 | CCCCC(C#N)(Cn1cncn1)c1ccc(Cl)cc1 (configuration not stated) | / | / | 11.8%
19 | C=C1[C@@H]2C[C@]3(C(CC2=O)[C@]24C5C[C@H]3[C@H]2N(CC)C[C@]5(C)CC[C@@H]4O)[C@@H]1O (some centres not stated) | / | / | 12.0%
20 | O=P1(Oc2ccccc2)CC=CC(COC(c2ccccc2)(c2ccccc2)c2ccccc2)O1 (configuration not stated) | / | / | -6.5%
21 | CCc1cccc(CC)c1NC1=NCCN1 | / | / | 7.3%
22 | C[C@@H]1C[C@H](C)C[C@H](C)[C@@H](O)CC(=O)O[C@H]([C@H]2CCC[C@H]2C(=O)O)C/C=C/C=C(/C#N)[C@H](O)[C@@H](C)C1 | / | / | -4.4%
23 | CC(=O)[O][Sn]([c]1ccccc1)([c]1ccccc1)[c]1ccccc1 | / | / | -1.0%
24 | COP(=S)(OC)Oc1ccc(S(=O)(=O)N(C)C)cc1 | 7.5% | / | /
25 | C#CC1(O)C=CC2C3CCC4=CC(=O)CCC4C3CCC21CC (configuration not stated) | -1.1% | / | /
26 | CCCCCCC(=O)O[C@H]1CC[C@H]2[C@@H]3CCC4CC(=O)C=C(C)[C@]4(C)[C@H]3CC[C@]12C (some centres not stated) | 15.0% | / | /
27 | CN1CCC(O)(c2ccc(F)cc2)C(C(=O)c2ccc(F)cc2)C1 (configuration not stated) | 8.2% | / | /
28 | O=c1[nH]cc(N(CCCl)CCCl)c(=O)[nH]1 | -20.9% | / | /
29 | CC(C)(N)Cc1ccc(Cl)cc1 | 2.4% | / | /
30 | Clc1ccc(C2(Cn3cncn3)OCCO2)c(Cl)c1 | -7.0% | / | /
31 | CCCC(=O)OC(C(Cl)(Cl)Cl)P(=O)(OC)OC (configuration not stated) | 21.7% | / | /
32 | N#CC1(N2CCCCC2)CCCCC1 | 10.5% | / | /
33 | CCCC1CCCCN1 (configuration not stated) | -10.2% | / | /
34 | Oc1cc[c]([Hg][Cl])cc1 | 2.51µM* | / | /
35 | CCCCNCC(O)c1ccc(O)cc1 (configuration not stated) | 0.8% | / | /
36 | CCOc1ccc2c3c1O[C@H]1[C@@H](O)C=C[C@H]4[C@@H](C2)N(C)CC[C@@]341 | -6.7% | / | /
37 | C[C@]12CCC(=O)C(O)=C1CC[C@@H]1[C@H]3CCC(=O)[C@@]3(C)CC[C@@H]12 | 9.0% | / | /
38 | O=C(CCl)c1ccc(Oc2ccc(C(=O)CCl)cc2)cc1 | 11.2% | / | /
39 | CC(=O)O[C@H]1CC[C@H]2[C@@H]3CCC4=CC(=O)CCC4=C3C=C[C@]12C | -3.2% | / | /
40 | CCOP(=O)(OCC)O/C(=C/Cl)c1ccc(Cl)cc1Cl | 18.5% | / | /
41 | Cc1nnc2n1-c1ccc(Cl)cc1C(c1ccccc1Cl)=NC2 | 41.4% | / | /
42 | COP(=S)(OC)Oc1ccc(Sc2ccc(OP(=S)(OC)OC)cc2)cc1 | 12.7% | / | /
43 | CC(C)=CC1C(C(=O)OCN2C(=O)C3=C(CCCC3)C2=O)C1(C)C (configuration not stated) | 4.2% | / | /
44 | CO[C@H]1[C@@H](O)CC(OC2[C@@H](O)CC(OC3[C@@H](O)C[C@H](OC4CC[C@@]5(C)C(CCC6C5CC(O)[C@]5(C)[C@H](C7=CC(=O)OC7)CCC65O)C4)O[C@@H]3C)O[C@@H]2C)O[C@@H]1C (some centres not stated) | 22.4% | / | /
45 | Cn1c(CCCC(=O)O)nc2cc(N(CCCl)CCCl)ccc21 | 22.7% | / | /
46 | O=C1CCCCC1CN1CCCCC1 (configuration not stated) | 7.2% | / | /
47 | CCCCCc1cc(O)c2c(c1)OC(C)(C)C1CC=C(C)CC21 (configuration not stated) | -4.7% | / | /
48 | CC12CCC3C4CCC(=O)C(O)=C4CCC3C1CCC2OC(=O)CCC1CCCC1 (configuration not stated) | 13.2% | / | /
49 | CC[C@]1(O)CC[C@H]2[C@@H]3CCC4=CCCC[C@@H]4[C@H]3CC[C@@]21C | -23.2% | / | /
50 | COCC(=O)N(c1c(C)cccc1C)C(C)C(=O)OC (configuration not stated) | 0.5% | / | /
51 | Cc1cccc(CN2CC=C(c3noc(CCC(=O)Nc4ccc(C)c(F)c4)n3)CC2)c1 | / | -2.3% | /
52 | Cc1ccccc1OCC(=O)Nc1ccccc1C(=O)OCc1cc(=O)n2nc(C3CC3)sc2n1 | / | ? | /
53 | CCOc1ccc(CN2C(=O)c3ccccc3Sc3ccc(C(=O)N4CCC5(CC4)OCCO5)cc32)cc1 | / | 0.5% | /
54 | CCOc1ccc(CN(CCc2ccc3c(c2)OCO3)Cc2cccc(C)c2)cc1 | / | -0.7% | /
55 | O=C(Nc1ccc2c(c1)OCCO2)c1cccn(Cc2cccc(F)c2)c1=O | / | 2.7% | /
56 | Cc1cc(C)cc(-n2c(=O)[nH]c3ccccc3c2=O)c1 | / | -1.4% | /
57 | Nc1c(C(=O)Nc2ccc(Br)cc2F)sc2nc3c(cc12)N1CCC3CC1 | / | 5.4% | /
58 | CCOc1ccccc1CN(CCc1ccc2c(c1)OCO2)Cc1ccc(CC)cc1 | / | -6.1% | /
59 | COc1ccc(-c2nn3c(=O)cc(CN4CCN(C(=O)COc5ccc(F)cc5)CC4)nc3s2)cc1 | / | 1.0% | /
60 | Nc1c(C(=O)Nc2cccc(F)c2)sc2nc(-c3cccs3)ccc12 | / | ? | /

# Carrying on.
no. | Structure | HTT aggregate | Epigenetic derep | CBFb RUNX1 block
61 | COc1ccc(-c2nc3ccccc3o2)cc1NC(=O)Cc1ccc(Cl)cc1 | / | ? | /
62 | CCOc1ccc(CN(CCc2ccc3c(c2)OCO3)Cc2ccc(C)cc2)cc1 | / | 2.0% | /
63 | Cc1ccc(NC(=O)Cn2cc(C(=O)c3ccccc3)c3ccccc32)c(C)c1 | / | -1.0% | /
64 | O=C(CN1C(=O)CN=C(c2ccccc2)c2ccccc21)Nc1cccc(C(F)(F)F)c1 | / | 0.2% | /
65 | Cc1ccc(-n2c(/C=C/c3cccc(C(F)(F)F)c3)nc3ccccc3c2=O)cc1 | / | 1.6% | /
66 | CCN(c1ccccc1)S(=O)(=O)c1ccc(NC(=O)c2cc(=O)c3ccccc3o2)cc1 | / | ? | /
67 | O=c1[nH]c2ccccc2c(=O)n1-c1ccc(Cl)c(Cl)c1 | / | -0.8% | /
68 | CCCCc1nc2ccccc2c(=O)n1-c1cccc(OC)c1 | / | -1.6% | /
69 | CCc1nc(SC)ncc1C(=O)Nc1ccc(Cl)cc1C(=O)c1ccccc1 | / | -1.2% | /
70 | Cc1ccccc1-n1c(/C=C/c2ccc(O)cc2)nc2ccccc2c1=O | / | -1.6% | /
71 | Cc1cccc(C)c1OCC(=O)Nc1ccc(Cl)cc1C(=O)c1ccccc1 | / | -0.8% | /
72 | CCCc1nc(SC)ncc1C(=O)Nc1ccc(Cl)cc1C(=O)c1ccccc1 | / | -1.2% | /
73 | O=C1CN=C(c2ccccc2)c2cc(Cl)ccc2N1Cc1ccc(Cl)cc1 | / | -3.2% | /
74 | COc1ccc(NC(=O)CN2C(=O)C(C)N=C(c3ccccc3)c3ccccc32)cc1OC (configuration not stated) | / | -0.2% | /
75 | CCCc1ccc(OCC(=O)Nc2ccc(Cl)cc2C(=O)c2ccccc2)cc1 | / | -0.5% | /
76 | O=c1c2ccccc2nc(/C=C\c2ccccc2F)n1-c1ccc(O)cc1 | / | 1.6% | /
77 | COc1ccc(OC)c(NC(=O)Cn2cc(C(=O)c3ccccc3)c3ccccc32)c1 | / | -1.0% | /
78 | CCOc1ccc(CN(CCc2ccc3c(c2)OCO3)Cc2cccc(Br)c2)cc1 | / | -0.8% | /
79 | CCc1ccccc1NC(=O)c1sc2nc3c(cc2c1N)CN(Cc1ccccc1)CC3 | / | ? | /
80 | Cc1ccc(-n2nc3c(N4CCC(C(=O)NCCc5ccccc5)CC4)nnc(C)c3c2C)cc1 | / | ? | /
81 | Cc1ccc(NC(=O)N(Cc2ccc3c(c2)OCO3)C2CCN(Cc3ccccc3)CC2)cc1Cl | / | -1.2% | /
82 | COc1ccc(-n2c(/C=C/c3cccc(F)c3)nc3ccccc3c2=O)cc1Cl | / | 1.2% | /
83 | CCC12CN3CC(CC)(CN(C1)C3c1c(C)[nH]c(=O)[nH]c1=O)C2=O (configuration not stated) | / | 0.7% | /
84 | C=Cc1ccc(Cn2c(C)c(CNCCc3cc(OC)ccc3OC)c(C(=O)O)c2C)cc1 | / | 2.2% | /

# Source: PubChem (National Center for Advancing Translational Sciences (NCATS))

# An excerpt. The share of hits here may be higher or lower than overall.
